# Screening results from PubChem BioAssay.
# Growth percent in the NCI-60 one-dose screen (48 h, 10 µM unless noted): 100 = growth as untreated, 0 = no growth, -100 = all killed.
# K-562 – K-562 leukemia; 78,000 compounds, 7.4% hits; AID 1794777
# SR – SR leukemia cells | 73,000 compounds, 8.7% hits | AID 1794780
# MDA-MB-231 – MDA-MB-231 breast cancer; 81,000 compounds, 5% hits; AID 1794789
# RPMI-8226 – RPMI-8226 leukemia cells; 77,000 compounds, 7.5% hits
# MDA-MB-468 – MDA-MB-468 breast cancer; 78,000 compounds, 8.5% hits; AID 2202374
# CCRF-CEM – CCRF-CEM leukemia | 77,000 compounds, 7% hits
# MDA-MB-435 – MDA-MB-435 melanoma. 82,000 compounds, 7.8% hits
# MOLT-4 – MOLT-4 leukemia cells; 80,000 compounds, 6.9% hits
# * hit, by the source's call; · = not tested or not shown. How the source made its calls: active means growth percent below 10; inactive means the rest. Compounds as they come; about 16% have a hit in one of these screens.
1: COc1ccc(-c2cc(-c3cccn3C)c(C#N)c(=O)n2C=O)cc1OC
2: COc1cc(C#N)ccc1S(=O)(=O)Nc1ccc2c(c1)cc(C)c(=O)n2C
3: Nc1ccc(Nc2ccc([N+](=O)[O-])c3nonc23)cc1
4: CC(C)(C)CC(C)(O)CN(CC(C)(O)CC(C)(C)C)C(=S)S (configuration not stated)
5: CC(C)C(C(=O)O)n1c(O)c(/C=C2/C=c3cc4c(cc3=NC2=O)OCCO4)sc1=S (configuration not stated)
6: CC(C)[C@H](NC(=O)Cn1cc(C(=O)O)nn1)C(=O)O

Compound,1,2,3,4,5,6
MDA-MB-231,114,97,105,104,101,98
K-562,79,77,103,99,110,118
SR,112,82,99,99,96,101
MDA-MB-435,109,96,103,105,99,99
RPMI-8226,98,79,85,96,107,105
MDA-MB-468,94,76,84,101,116,99
CCRF-CEM,53,90,92,93,92,113
MOLT-4,71,86,91,106,110,97

# The list goes on (4 carried over from the part before).
3: Nc1ccc(Nc2ccc([N+](=O)[O-])c3nonc23)cc1
4: CC(C)(C)CC(C)(O)CN(CC(C)(O)CC(C)(C)C)C(=S)S (configuration not stated)
5: CC(C)C(C(=O)O)n1c(O)c(/C=C2/C=c3cc4c(cc3=NC2=O)OCCO4)sc1=S (configuration not stated)
6: CC(C)[C@H](NC(=O)Cn1cc(C(=O)O)nn1)C(=O)O
7: COc1ccccc1NC(=O)c1cc2ccccc2cc1O
8: c1ccc2[nH]c(CCCCc3nc4ccccc4[nH]3)nc2c1
9: N#CC(C#N)=CNCC1CC1
10: COc1cc2c(c(OC)c1OC)-c1ccc(N)c(=O)cc1[C@@H](NC(C)=O)CC2
11: COc1c(F)ccc(C(=O)Nc2ccc3nc(NC(=O)C4CCCN(S(=O)(=O)c5cccc(C(F)(F)F)c5)C4)sc3c2)c1F (configuration not stated)
12: CCO/C=C1\SC(=S)N(c2ccc(O)cc2)C1=O
13: CC1(CN2CCCC2)CCC(NC(=O)C(c2ccccc2)c2ccccc2)C(C)(C)O1 (configuration not stated)
14: c1ccc(Cc2nc3ccccc3c3cc[nH]c23)cc1

Compound,3,4,5,6,7,8,9,10,11,12,13,14
MDA-MB-231,105,104,101,98,91,80,110,-9.5*,85,117,94,77
K-562,103,99,110,118,78,79,100,17,62,107,98,80
SR,99,99,96,101,·,83,91,20,38,93,96,84
MDA-MB-435,103,105,99,99,97,108,104,6.2*,87,114,101,105
RPMI-8226,85,96,107,105,27,103,111,27,54,103,96,71
MDA-MB-468,84,101,116,99,87,109,114,0.2*,101,114,99,92
CCRF-CEM,92,93,92,113,75,·,102,22,89,106,92,94
MOLT-4,91,106,110,97,85,88,99,21,45,93,91,80
